# Bioassay records from PubChem BioAssay.
# D1 antag: Antagonist of Human D 1 Dopamine Receptor: qHTS; D(1A) dopamine receptor (Homo sapiens), P21728; activity change, negative = inhibition, % at 10 µM; HEK293 TREx D1 cells, calcium flux, dopamine EC80; stronger effect = lower value; 3.2% of 360,000 active; in the data active = activity change below about -30%; also: % is scaled to controls: 0 for no effect and ±100 for the full control effect
# Target sequence (P21728 whole entry, looked up): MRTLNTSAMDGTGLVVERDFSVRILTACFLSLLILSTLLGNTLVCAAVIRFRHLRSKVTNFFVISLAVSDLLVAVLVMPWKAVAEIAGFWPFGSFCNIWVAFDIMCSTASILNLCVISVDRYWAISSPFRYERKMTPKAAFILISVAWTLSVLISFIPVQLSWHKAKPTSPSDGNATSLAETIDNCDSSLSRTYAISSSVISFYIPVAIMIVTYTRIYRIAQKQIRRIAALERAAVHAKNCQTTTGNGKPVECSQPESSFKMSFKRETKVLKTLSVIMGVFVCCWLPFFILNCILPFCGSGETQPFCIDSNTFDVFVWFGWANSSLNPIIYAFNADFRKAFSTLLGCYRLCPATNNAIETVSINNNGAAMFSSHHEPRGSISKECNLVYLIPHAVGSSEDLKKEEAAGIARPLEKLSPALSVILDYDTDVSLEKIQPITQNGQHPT
#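 Kinetic fluorescence of a calcium dye serves as the read-out. D1-expressing Hek293 Trex cells, induced overnight at 30 C, are exposed to compound for 180 s before an EC80 dopamine addition, then read 180 s further.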
# LDHA inh: qHTS assay for inhibitors of human lactate dehydrogenase; purified LDHA, NADH/diaphorase-resazurin fluorescence; stronger effect = lower value; AID 1347041, 2019; activity change, % (values are at about 110 or 230 µM); 0.15% of 480,000 active; in the data active = activity change below about -30%; inconclusive = mostly about -25% to -30%;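 also: plate controls were DMSO wells for no effect and wells without enzyme for full effect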
#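 Human LDH5 at 2 nM final in Tris HCl pH 7.4 with 0.06 mM NADH and 0.2 mM pyruvate, reacted 5 minutes at room temperature. Remaining NADH coupled via diaphorase/resazurin; resorufin fluorescence read at 0 and 20 minutes, normalized to enzyme-free and DMSO wells.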
# GRP78 ERSR act: qHTS for Inducers of the Endoplasmic Reticulum Stress Response (ERSR) in Human Glioma: qHTS; U87-MG GRP78 promoter luciferase reporter, 16 h; Potency, µM, without a hit: at the highest dose activation, actives largely listed as activators; 0.02% of 420,000 active; AID 602332, 2012; also: potency is read from the fitted curve at half-maximal effect; series mostly up to about 76 µM; % of control where 0% means no effect; nearly all actives have a fitted effect of over 35% in size
#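 Stably transfected U87-MG human glioma cells carrying a GRP78-based luminescent sensor were seeded at 1000 cells/well, pin-dosed with compounds and incubated 16 h. Luciferase reagent was then added, and end-point luminescence was read after 10 min at room temperature.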
# D2 PAM: HTS Assay for Positive Allosteric Modulators of the Human D2 Dopamine Receptor: Primary Screen for Potentiators; AID 485347, 2010; potentiation, % at 10 µM; HEK293 T-REx D2, calcium flux, EC20 dopamine potentiation; 0.34% of 340,000 active; D(2) dopamine receptor (Homo sapiens), P14416;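 active = potentiation over 3 SD above the plate norm, cut at about 30% in these data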; also: 0% is about no effect
# Target sequence (P14416 whole entry, looked up): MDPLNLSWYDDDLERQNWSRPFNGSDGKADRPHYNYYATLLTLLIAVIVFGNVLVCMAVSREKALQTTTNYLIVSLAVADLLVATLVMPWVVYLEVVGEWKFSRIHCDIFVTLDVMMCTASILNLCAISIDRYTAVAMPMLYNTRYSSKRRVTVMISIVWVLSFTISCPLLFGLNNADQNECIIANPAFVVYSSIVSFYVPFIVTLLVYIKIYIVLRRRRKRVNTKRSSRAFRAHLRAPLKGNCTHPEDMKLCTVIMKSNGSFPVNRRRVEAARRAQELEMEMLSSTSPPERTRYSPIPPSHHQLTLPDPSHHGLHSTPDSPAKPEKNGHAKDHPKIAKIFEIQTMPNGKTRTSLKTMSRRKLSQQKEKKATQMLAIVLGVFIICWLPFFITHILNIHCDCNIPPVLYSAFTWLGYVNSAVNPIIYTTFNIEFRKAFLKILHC
#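 Primary screen. Calcium kinetics in induced HEK293 T-REx D2 cells: compound pre-addition 180 s, EC20 dopamine, 180 s more.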
# D1 PAM: Potentiators of Human D1 Dopamine Receptor: qHTS; D(1A) dopamine receptor (Homo sapiens), P21728; HEK293 TREx D1 cells, calcium flux, dopamine EC20 potentiation; potentiation, % at 10 µM; 0.036% of 360,000 active; in the data active = potentiation above about 30%; also: 0% is about no effect
# Vif-A3G inh: qHTS for Inhibitors of Vif-A3G Interactions: qHTS. DNA dC->dU-editing enzyme APOBEC-3G (Homo sapiens), Q9HC16. HeLa A3G-eYFP + Vif (tagged APOBEC3G with the HIV-1 protein that degrades it), YFP fluorescence, overnight. Potency, µM (titrated, usually from 46.1 µM), for inactives: top-dose activity, negative = active, hits mostly inhibitors. 0.076% of 410,000 active;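 also: potency is read from the fitted curve at half-maximal effect; % is scaled to controls: 0 for no effect and ±100 for the full control effect; nearly all actives have a fitted effect of over 60% in size; hits raise eYFP signal because A3G escapes Vif-driven loss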
#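 Read-out is eYFP fluorescence (Ex 488/Em 500-530) from Vif-expressing HeLa A3G-eYFP cells; more signal means A3G escaped Vif-mediated degradation. Cells plated overnight, compound pinned in, incubated overnight at 37 deg C.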
# RXFP1 ag: qHTS Assay for Agonists of the Relaxin Receptor RXFP1. Relaxin receptor 1 (Homo sapiens), Q9HBX9. HEK293T-RXFP1 cAMP TR-FRET, 30 min; response scale: percent of porcine relaxin response, buffer zero. Potency, µM (titrated, usually from 57.5 µM), for the others: at the top dose activation, hits mostly activators. 0.3% of 370,000 active. AID 2676, 2010; also: potency is read from the fitted curve at half-maximal effect; % is scaled to controls: 0 for no effect and ±100 for the full control effect; nearly all actives have a fitted effect of over 60% in size; many of its hits are not listed in these tables
#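 HEK293 cells stably expressing RXFP1, treated 30 min at 37C with compounds plus PDE4 inhibitor Ro 20174; cAMP measured by HTRF TR-FRET. Normalized to buffer and 29 nM porcine relaxin; EC50 by Hill fit.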
# D1 ag: Allosteric Agonists of the Human D1 Dopamine Receptor: qHTS. D(1A) dopamine receptor (Homo sapiens), P21728. HEK293 T-REx D1 cells, calcium flux, agonist mode. activation, % at 2 µM. 1% of 360,000 active; in the data active = activation above about 30%; also: 0% is about no effect
#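 Agonism was scored from calcium flux recorded over 180 s (1 read/s) after pintool compound addition, following a 10-cycle baseline. Cells were inducible force-coupled HEK293 TREx D1, plated overnight at 30 C and loaded with no-wash calcium dye.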
# Vif-APOBEC3F blk: qHTS for Inhibitors of Vif-A3F Interactions: qHTS | HeLa A3F-eYFP + Vif (tagged APOBEC3F with the HIV-1 protein that degrades it), YFP fluorescence increase | Potency, µM (doses to about 46.1 µM), for inactives: top-dose activity, negative = active | 0.2% of 390,000 active; also: potency is read from the fitted curve at half-maximal effect; % of control where 0% means no effect; nearly all actives have a fitted effect of over 65% in size
#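 HeLa cells stably expressing Vif plus C-terminally eYFP-tagged A3F were seeded, incubated overnight at 37 deg C, dosed with compound, incubated overnight again at 37 deg C. Yellow fluorescence (Ex 488/Em 500-530) reported blocked Vif-mediated A3F-eYFP degradation.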
# * hit, by the source's call; ? = inconclusive; · = no result given; & = joins results of further samples. Unless noted, calls follow the shape of the dose curve; as a rule, active = well fitted curve in the direction sought with a large enough effect; inconclusive = small, poorly fitted or top-dose-only effect, or another doubt; inactive = no such curve, though single readings can be large; an effect the other way counts as inactive or inconclusive.
SMILES,D1 antag,LDHA inh,GRP78 ERSR act,D2 PAM,D1 PAM,Vif-A3G inh,RXFP1 ag,D1 ag,Vif-APOBEC3F blk
COc1cc(NC(=S)NCC2CCCO2)c(OC)cc1Cl (centres undefined),16.8,1.4,1.0%,-1.0,-6.7,3.3%,2.6%,1.3,-19.6%
CCCS(=O)(=O)N1CCN(C(=O)c2ccc(-c3ccccc3)cc2)CC1,-5.4,-1.3,-3.1%,-10.0,-0.3,-0.3%,-0.6%,1.1,1.3%
O=C(CC1SC(=Nc2ccccc2)N(Cc2ccccn2)C1=O)Nc1ccc(Br)cc1 (centres undefined),-10.2,1.7,2.9%,-9.7,-4.6,-13.8%,0.1%,3.5,1.2%
Cc1cccc(N(C(=O)c2csnn2)C(C(=O)NCc2ccccc2)c2ccc(C)o2)c1 (centres undefined),-4.7,0.1,-3.0%,-18.2,7.5,0.0%,-0.2%,1.7,-6.1%
Cc1ccc(N(CCC#N)C(=O)COC(=O)c2cc(C)oc2C)cc1,-20.5,-4.9,-5.2%,15.4,2.4,-0.3%,-1.9%,4.5,-8.9%
COc1ccccc1-c1nc(C#N)c(N2CCC(C(N)=O)CC2)o1,-14.3,-6.9,5.7%,-4.3,-7.3,-4.7%,3.4%,0.6,0.5%
O=C(Nc1nc(-c2ccc3c(c2)OCO3)cs1)C1CC1,-1.8,-0.2,7.9%,-9.8,-0.7,-4.0%,1.1%,-0.9,-3.2%
COc1cc(-c2c(-c3ccc4c(c3)OCO4)noc2-c2ccsc2)ccc1F,0.2,-8.2,1.7%&1.6%,0.8,-0.3,-3.3%&-7.2%,-1.5%,5.4,1.2%
O=C(NC1(C(F)(F)F)N=C(c2ccccc2)NC1=O)c1ccccc1F (centres undefined),-8.7,-9.1,1.7%,-14.3,-0.1,0.5%,-0.1%,1.7,-2.3%
COc1ccccc1CNC(=O)c1cc2ccccc2oc1=O,2.4,-0.8,1.0%,-9.0,-8.0,0.0%,0.3%,0.0,-11.0%
CC(=O)Nc1ccc(S(=O)(=O)NCC(=O)OCC(=O)N2CCN(c3ccccc3)CC2)cc1,14.3,2.8,2.1%,2.3,-3.2,-5.1%,0.0%,-0.1,-7.9%
CCNC(=O)c1ccc2c(c1)sc1nc(-c3cccc(OC)c3)cn12,-4.0,-3.1,-2.9%,1.6,0.3,-4.1%,27.9%,0.8,9.2%
COc1ccc(S(=O)(=O)N2CCNC(=O)C2)cc1Br,1.9,-0.4,-3.7%,4.8,4.9,0.2%,2.0%,3.5,?
COc1cc(OC)cc(C(=O)OC/C(O)=C(\C#N)c2nc3ccccc3[nH]2)c1,8.8,-5.5,1.8%,1.1,1.2,-17.8%,8.1%,16.7,?
COc1ccc(OC)c(C2CC(c3ccc(NS(C)(=O)=O)cc3)=NN2C(=O)c2ccccc2)c1 (centres undefined),4.7,1.6,-1.3%,0.6,-1.7,2.6%,0.0%,2.0,4.3%
CN(C)/C=C/C1=CC(=O)CC(C)(C)C1,6.1,-7.8,3.3%,-5.7,0.8,-14.2%,-2.7%,0.9,8.7%
COc1ccc(C2NC(=O)NC(C)=C2C(=O)Nc2ccccc2)cc1OC (centres undefined),8.4,-4.4,-5.6%,13.3,-0.8,9.0%,-1.0%,3.5,-0.9%
CCOc1ccc(C(=O)COC(=O)Cn2[nH]c(=O)c3ccccc3c2=O)cc1,·,0.5,-3.5%,·,·,0.0%,·,·,2.5%
CCC1=NN(C(=O)Cc2ccc([N+](=O)[O-])cc2)C(O)(C(F)(F)F)C1 (centres undefined),-12.4,1.0,-6.8%,5.3,-3.4,1.1%,1.5%,33.1*,3.4%
O=C(O)CCC(=O)NNc1ncnc2ccccc12,-0.9,-4.7,3.1%,7.6,-1.4,0.9%,-0.7%,1.1,-0.7%
Cc1sc2ncn(CCC(=O)O)c(=O)c2c1C,-12.8,-4.9,0.6%,5.6,-1.2,2.1%,3.9%,1.9,1.3%
O=C(Nc1ccc(C(=O)Oc2ccccc2)c(O)c1)c1ccccc1,-8.3,-1.7,3.5%,-2.2,-7.2,1.5%,0.2%,-0.2,5.3%
Cc1c(C(=O)N/N=C/C(C)C)[nH]c2ccc([N+](=O)[O-])cc12,-5.2,-7.2,-5.5%,-13.1,-1.1,9.0%,-0.1%,5.5,2.6%
COc1ccccc1NC(=S)NC(=O)CCc1ccccc1,-11.0,-3.3,-2.0%,9.7,-5.4,-8.2%,0.0%,6.2,-4.9%
CC1CCCCN1Cc1c(O)ccc2c(=O)c(-c3ccc(Cl)cc3)coc12 (centres undefined),-11.4&-3.9,-7.0&-7.9,5.5%&-0.2%,2.1&-5.3,-1.6&-6.0,-1.1%&-0.5%,1.0%&4.3%,0.1&0.5,-3.7%&-2.4%
O=c1cc(-c2ccccc2Cl)oc2cc(O)cc(O)c12,-2.7,-1.7,3.9%,13.1,-9.5,-5.1%,3.2%,21.6,6.9%
CC(=O)c1cc(-c2ccccc2)n(CCC(=O)NC(C)c2ccccc2)c1C (centres undefined),-0.4,-1.9,-1.2%,5.6,-4.7,2.0%,0.1%,-0.8,-6.4%
COC(=O)COc1ccc(S(=O)(=O)Nc2ccc(NC(C)=O)cc2)cc1C,-13.4,-4.4,7.9%,0.3,-0.8,1.1%,0.9%,2.6,-1.7%
Cc1ccc([C@@H]2CC=C(C(=O)O)[C@H](c3ccccc3F)N2S(=O)(=O)c2ccccc2C)cc1,·,3.2,-0.9%,·,·,-0.1%,·,·,7.1%
Nc1cccc(C(=O)NCCNC(=O)c2cccc(N)c2)c1,-9.9,0.2,-4.9%,-3.1,-0.8,0.4%,3.9%,2.5,0.4%

# Three consecutive entries out of the list so far:
SMILES,D1 antag,LDHA inh,GRP78 ERSR act,D2 PAM,D1 PAM,Vif-A3G inh,RXFP1 ag,D1 ag,Vif-APOBEC3F blk
COc1ccc(C2NC(=O)NC(C)=C2C(=O)Nc2ccccc2)cc1OC (centres undefined),8.4,-4.4,-5.6%,13.3,-0.8,9.0%,-1.0%,3.5,-0.9%
CCOc1ccc(C(=O)COC(=O)Cn2[nH]c(=O)c3ccccc3c2=O)cc1,·,0.5,-3.5%,·,·,0.0%,·,·,2.5%
CCC1=NN(C(=O)Cc2ccc([N+](=O)[O-])cc2)C(O)(C(F)(F)F)C1 (centres undefined),-12.4,1.0,-6.8%,5.3,-3.4,1.1%,1.5%,33.1*,3.4%

# Continued.
SMILES,D1 antag,LDHA inh,GRP78 ERSR act,D2 PAM,D1 PAM,Vif-A3G inh,RXFP1 ag,D1 ag,Vif-APOBEC3F blk
CC[C@H](C)[C@H](NC(N)=O)C(=O)NCCc1ccc(Cl)cc1Cl,16.8,-3.8,-1.2%,-9.9,-1.9,4.3%,1.5%,-0.2,-7.7%
O=C(Nc1ccn(Cc2c(F)c(F)cc(F)c2F)n1)c1ccc(COc2ccc(Cl)cc2Cl)o1,12.8,5.6,0.6%,6.9,2.7,3.2%,0.0%,14.6,0.2%
C/C(=N\NC(=O)c1c(C)nc2ccccn12)c1ccc(C(C)(C)C)cc1,0.4,4.9,3.4%,10.2,-5.8,3.0%,16.2%,2.9,-0.7%
O=C1CCCc2cc3c(cc21)CC1(C3)Cc2cc3c(cc2C1)C(=O)CCC3,-5.7,-1.7,0.9%,10.3,-3.0,?,1.5%,3.2,-19.9%
CC(C)Oc1ccc(C(=O)Nc2ccc([N+](=O)[O-])cc2)cc1,-15.3,-5.3,1.2%,6.4,-8.9,0.0%,-0.1%,36.3*,10.2%
O=C(CSc1ncnc2[nH]ncc12)Nc1nc(-c2ccc(F)c(F)c2)cs1,-8.3,-4.4,-8.0%,1.7,-0.1,-11.1%,2.4%,0.3,0.0%
CCCn1c(=O)c2ccccc2n2c(SCC(=O)c3cc(C)n(CC4CCCO4)c3C)nnc12 (centres undefined),16.3,·,·,3.8,2.4,·,-0.1%,1.3,·
COc1ccc(-c2cc(=O)[nH][nH]2)cc1,-5.8,6.9,?,-12.2,-0.8,-20.4%,-0.6%,0.4,0.1%
CCn1c(NC(=O)c2cccs2)nc2ccccc21,-6.5,0.7,9.2%,-8.3,-6.8,-0.9%,0.4%,5.0,-0.1%
OCCN(CCO)CC(O)COc1ccc2c(c1)OCO2 (centres undefined),-15.5,1.0,-1.5%,11.3,-2.5,1.2%,0.8%,1.6,2.2%
CC1CCN(CCc2nc3cc(NS(=O)(=O)c4ccccc4)ccc3n2C)CC1,-12.7,-0.3,-9.0%,-21.9,0.5,?,-0.2%,3.8,-9.8%
COc1cccc(-n2nnc3c(=O)n(Cc4ccc(F)cc4)cnc32)c1,-4.8,-12.4,-0.8%,4.5,-1.2,1.3%,0.7%,1.5,-9.4%
C#CCOCCOCCOCCNc1nc(N2CCN(C(=O)Cn3cc(CC(C)O)nn3)CC2)nc(N2CCN(C(=O)[C@H](C)n3cc(CCC(=O)O)nn3)CC2)n1 (some centres undefined),·,-8.7,-3.5%,·,·,4.5%,·,·,-7.4%
Cc1c(CN2CCc3c([nH]c4ccccc34)C2CC(C)C)cnn1C (centres undefined),17.0,-12.0,-1.9%,6.1,-1.0,0.4%,0.6%,1.9,0.1%
CCN(CC)C(=O)C1=C(C)N(CCCOC)C(=O)C(CC(=O)NCc2cccc3ccccc23)C1 (centres undefined),·,-0.3,0.8%,·,·,0.5%,·,·,-0.8%

# The list is partial; the hit share may differ from the screen's.
